12-LOX inh: Primary qHTS assay for inhibitors of human arachidonate 12S-lipoxygenase (ALOX12): Round 2. purified 12hLO, xylenol orange hydroperoxide absorbance. Potency, µM (titrated, usually from 108 µM), for the others: at the top dose activity change, negative = inhibition, most hits filed as inhibitors. AID 1671190, 2021. 1.1% of 580,000 active; active = well fitted inhibition curve with a large enough effect; inconclusive = small, poorly fitted or top-dose-only effect, or another doubt; inactive = no such curve, though single readings can be large or run the other way
Target sequence (P18054 whole entry, looked up): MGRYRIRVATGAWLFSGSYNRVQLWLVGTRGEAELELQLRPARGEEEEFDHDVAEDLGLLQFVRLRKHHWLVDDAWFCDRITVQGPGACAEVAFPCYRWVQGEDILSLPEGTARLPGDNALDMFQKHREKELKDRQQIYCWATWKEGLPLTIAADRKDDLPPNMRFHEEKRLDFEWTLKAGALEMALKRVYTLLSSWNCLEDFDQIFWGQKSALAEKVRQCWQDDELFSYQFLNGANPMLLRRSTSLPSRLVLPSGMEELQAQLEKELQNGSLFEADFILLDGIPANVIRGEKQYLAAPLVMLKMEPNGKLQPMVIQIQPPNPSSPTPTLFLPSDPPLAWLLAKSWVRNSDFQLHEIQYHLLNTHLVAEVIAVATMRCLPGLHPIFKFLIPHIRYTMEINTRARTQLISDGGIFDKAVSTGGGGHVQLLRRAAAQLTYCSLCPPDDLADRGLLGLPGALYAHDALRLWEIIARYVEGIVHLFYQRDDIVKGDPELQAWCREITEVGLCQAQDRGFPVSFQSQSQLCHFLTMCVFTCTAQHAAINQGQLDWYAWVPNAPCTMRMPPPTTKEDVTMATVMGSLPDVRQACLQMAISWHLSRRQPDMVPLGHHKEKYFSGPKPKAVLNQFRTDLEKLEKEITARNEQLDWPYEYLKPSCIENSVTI
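Hydroperoxide product was detected by ferrous iron/xylenol orange as the 573 to 405 nm absorbance ratio. Arachidonic acid at 40 uM (final) was turned over for 30 min at room temperature by 150 nM human 12hLO, pH 7.0 Hepes buffer, after 15 min compound preincubation.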
Active calls of the source: *; ? = inconclusive; [ ] = another dose, or the depositor's remark. % is set by controls: 0 for no effect and ±100 for the full control effect; potency is the fitted concentration of half-maximal effect. Only part of the results is shown; count on the stated rates, not on these rows.

Start of the data: the first four records (preview)
SMILES	12-LOX inh
COCCN1C(=O)CCC2(C(=O)NCCCN3CCCC3)CCCC=C12 (configuration not stated)	92.6%[activator]
CCOC(=O)CCNC(=O)c1ccc2c(c1)N(CC)C1CCCCCN1C2=O (configuration not stated)	16.2%
CCCS(=O)(=O)N1CCC(Oc2ccc(-c3noc(CC)n3)cc2)C1 (configuration not stated)	-0.8%
O=Cc1ccc(-c2cccc(Cl)c2)cc1	9.7%[12.5 µM]

The list itself (from the top)
SMILES	12-LOX inh
COCCN1C(=O)CCC2(C(=O)NCCCN3CCCC3)CCCC=C12 (configuration not stated)	92.6%[activator]
CCOC(=O)CCNC(=O)c1ccc2c(c1)N(CC)C1CCCCCN1C2=O (configuration not stated)	16.2%
CCCS(=O)(=O)N1CCC(Oc2ccc(-c3noc(CC)n3)cc2)C1 (configuration not stated)	-0.8%
O=Cc1ccc(-c2cccc(Cl)c2)cc1	9.7%[12.5 µM]
COC(=O)C1=CN(CC(=O)Nc2ccccc2)S(=O)(=O)N=C1C	-2.1%
CCC1=C(C(=O)OC)C(c2ccccc2)N2C(CC(=O)N3CCC(C)CC3)=CSC2=N1 (configuration not stated)	71.9%[activator]
COc1ccc(C(=O)NCC2Cn3cccc3C(=O)N2CC(C)C)cn1 (configuration not stated)	13.1%
O=C(O)CCCNC(=O)Cn1nc2c(cc1=O)CCCCC2	-4.3%
OCCC1CN(c2ccc(-c3nc(CCCc4ccccc4)no3)cn2)CCO1 (configuration not stated)	51.4%[activator]
Cc1ccccc1N1CCN(c2ncccc2CNC(C)Cn2cncn2)CC1 (configuration not stated)	58.6%[activator]
C[S+](=O)([O-])CCn1ncc2cc(OCc3cccc(-c4ccc(Cl)cc4)c3)ccc21	-10.8%[176 µM]
COC(=O)c1ccc2nc(-c3ccccc3)c(Cc3ccccc3)n2c1	0.0%
CN1[C@@H](CCC(=O)N2CCCC2)CNC(=O)[C@@H]2[C@H]1CCN2Cc1nc2ccccc2n1C	14.7%
CCc1nncn1C1CCN(C(=O)c2nn(C)c3ccccc23)C1 (configuration not stated)	14.7%
COc1ccc(-c2nc(C(C)C)nc3c2CCN([S+](=O)([O-])c2cccs2)CC3)cc1	5.1%
Nc1ccccc1NC(=O)OCc1ccccc1	-2.6%
COc1cccc(C(=O)N2CCC(C(NC(=O)c3ccc(F)cc3)C(=O)NCC(C)C)CC2)c1 (configuration not stated)	-1.0%
COC(=O)c1ccc(CN2CCC3(CCC(CNC(=O)c4ccccc4)O3)CC2)cc1 (configuration not stated)	0.7%
CN1CCN(Cc2nnc(C3CCN(Cc4cccnc4N)CC3)n2C)CC1	92.4%[activator]
COCCN1CCCC2(CCN(C(=O)c3ncoc3C3CC3)C2)C1=O (configuration not stated)	70.0%[activator]
COc1ccc(C(=O)N2CCC(c3noc(COc4ccc(F)cc4)n3)CC2)cn1	35.2%[activator]
CCCN1C(=O)COCc2cc(-c3ccc(N(C)C)cc3)ccc21	?
Cc1ccc(-c2ncc(C(=O)N3CCCCC3CN)c(=O)[nH]2)cc1 (configuration not stated)	2.8%
Nc1nc(C2CC(NC(=O)c3ccc(CO)cc3)C2)cc(=O)[nH]1 (configuration not stated)	26.4%
Cc1cc(C(=O)N2CCCn3ccnc3C2c2ccccc2)n(C)n1 (configuration not stated)	-0.6%
COc1ccc(NC(=O)c2cccc3c2CCN3C(=O)c2ccc(F)cc2)cc1	-16.1%
CCc1noc(-c2cccn3c(CNC(=O)Cc4ccccc4OC)nnc23)n1	50.7%[activator]
CCCN1CCN(C(=O)c2ccc3c(c2)n(CC)c(=O)c2ccnn23)CC1	17.5%
COc1ccc(-c2cc(N3CCCN(C(=O)c4ccc(C(C)(C)C)cc4)CC3)n[nH]2)cc1	9.1%
COC(=O)[C@H](Cc1ccccc1)N[C@H](c1ccc(OC)cc1)[C@@H](O)Cc1ccccc1	-2.9%
O=C(c1ccco1)N1CCN(C(=O)N2CC3CC(C2)[C@H]2CCCC(=O)N2C3)CC1 (some centres not stated)	41.9%[activator]
CN(Cc1ccc(F)cc1)C(=O)Cc1ccc(F)cc1	-4.0%[176 µM]
CC[C@H]1CN(C(=O)Nc2ccccc2)CC[C@H]1CC(=O)Nc1ccccc1	18.8%[176 µM]
CNC(=O)c1cccc(-c2cnc3[nH]cc(CC(=O)NCC(C)C)c3c2)c1	21.4%[176 µM]
O=C(CCc1ccc(O)cc1)N1CC[C@H](N2CCOCC2)[C@H](CCCO)C1	26.5%
Cc1ccc(C(=O)N2CCC3(CC2)N=C(c2ccc(Cl)cc2)NO3)cc1F	17.7%
CN1Cc2ncnc(N3CCN(Cc4ccccc4)CC3)c2CN(C2CCC2)C1=O	11.7%
Cc1ccc(C)c(C(=O)N2CCC(n3cnnc3-c3ccccc3)CC2)c1	3.3%
COc1cccc(-c2ccc(-c3nc(C4CCOC4)no3)o2)c1 (configuration not stated)	17.0%
COC1CCC(C(=O)NCC2COc3ncncc3C(=O)N2Cc2ccccc2)CC1 (configuration not stated)	40.8%[activator][176 µM]
Cc1cc(C2CCCN2C(=O)c2ccc(F)c(F)c2)on1 (configuration not stated)	49.8%[activator]
COCC(=O)N[C@H]1C[C@@H](CO)N(Cc2ccc(Br)o2)C1	47.2%[activator]
CCN(CC)C1CCN(C(=O)c2cnn(-c3ncc4c(n3)-c3ccccc3CCC4)c2COC)C1 (configuration not stated)	17.3%
CNC(=O)c1ccc(CN2CCCC(Nc3ccc(F)cc3)C2)o1 (configuration not stated)	?
CC(=O)Nc1ccc(C(=O)N2CCN(C3CCNCC3)C(=O)C2)cc1	-9.2%[6.33 µM]
O=S1(=O)CC(N2CCC(c3ccccc3)CC2)CN1Cc1cn(Cc2ccc(C(F)(F)F)cc2)nn1 (configuration not stated)	-11.5%
O=C1NCCCCCN(C(=O)c2ccncc2)[C@H]2CCC[C@@H]12	26.2%
O=C(CC1CC1)N1CC(=O)N2[C@@H](CO)[C@@H](c3ccc(Br)cc3)[C@@H]2C1	?
O=C(C1c2ccccc2CC(=O)N1Cc1ccccc1)N1CCN(c2ccccn2)CC1 (configuration not stated)	37.6%
CCNC(=O)N1CCC(c2nnc(CN3CCCC3)n2CC)CC1	13.0%
Cc1cnc(C(=O)NC2C[C@H]3CC[C@@H](C2)N3C(=O)c2ccc(F)cc2)cn1 (some centres not stated)	30.0%
CCN1c2cc(C(=O)Nc3ccc(Oc4ccccc4)cc3)ccc2C(=O)N2CCCCC21 (configuration not stated)	14.9%
O=C(CCc1ccsc1)N1CCc2ncnc(NC3CCC3)c2CC1	41.4%[activator]
O=C1[C@@H]2C[C@@H](CN2C2COC2)Oc2ccccc2N1Cc1ccc(OC(F)(F)F)cc1	67.5%[activator][176 µM]
CCC1(N2CCN(S(=O)(=O)c3cccc(C#N)c3)CC2)CCN(C(=O)C(C)C)C1 (configuration not stated)	72.7%[activator]
O=C(N[C@@H]1CCN(C(=O)c2ccc(CO)cc2)C[C@H]1O)c1cccnc1	13.9%
CC(=O)Nc1ccc(CN2CCN(Cc3ccccc3)C(CCO)C2)cc1 (configuration not stated)	12.4%
COCCNc1ncc(-c2cccc(N)c2)c2c1OCC2	1.3%[176 µM]
COc1cccc(CN2CCN(c3ncccc3Cl)CC2CCO)c1 (configuration not stated)	22.4%
COc1ccc(CC(=O)N2CCC(n3c(=O)[nH]c4ccccc43)CC2)cc1	-2.5%

Some of the entries above, reformatted.
CC(=O)Nc1ccc(CN2CCN(Cc3ccccc3)C(CCO)C2)cc1 (configuration not stated)
  12-LOX inh = 12.4%
COCCNc1ncc(-c2cccc(N)c2)c2c1OCC2
  12-LOX inh = 1.3%[176 µM]
COc1cccc(CN2CCN(c3ncccc3Cl)CC2CCO)c1 (configuration not stated)
  12-LOX inh = 22.4%
COc1ccc(CC(=O)N2CCC(n3c(=O)[nH]c4ccccc43)CC2)cc1
  12-LOX inh = -2.5%

(further entries)
SMILES	12-LOX inh
COC(=O)N1CCC2(CC1)C(=O)NCN2Cc1ccc(Cl)cc1	39.5%[activator]
CCOC(=O)c1cccn1C1C(=O)N(Cc2ccc(OC)cc2)c2ccc(F)cc21 (configuration not stated)	?
CCS(=O)(=O)N[C@@H]1CN(Cc2ccccc2)C[C@H]1CN(C)C	0.1%
Cc1cc(-c2cc(F)cc3c2OC(CNC(=O)[C@@H]2CCC(=O)N2)C3)ccc1F (some centres not stated)	6.9%
NCCO[C@H]1C[C@@H](O)C12CCN(C(=O)c1ccc(=O)[nH]c1)CC2	61.6%[activator]
CCN(CC)C(=O)N1CCC(n2c(C)cnc2C2CCOCC2)CC1	19.0%
COCC1CN(S(=O)(=O)c2cccc(C#N)c2)CC12CCNCC2 (configuration not stated)	22.0%
CC(C)N[C@@H]1CC[C@@H]1NC(=O)c1cc2c(C(F)(F)F)nn(C)c2s1	14.4%
COc1cccc(CN2CCc3c(cc(C(=O)NCCN4CCCCC4)n3C)C2)c1	68.1%[activator]
Cc1nnc2n1CCC(NC(=O)NCCc1ccccc1)CC2 (configuration not stated)	28.9%
Cc1cnc(CC2CCCN(S(=O)(=O)c3ccc4c(c3)OCCO4)C2)n1C(C)C (configuration not stated)	36.1%[activator]
CC(=O)OCC(=O)C1(O)CCC2C3CC(C)C4=CC(=O)C=CC4(C)C3C(O)CC21C (configuration not stated)	-17.3%
O=C(Cc1ccsc1)N1CCC2(CC1)CC(N(Cc1ccccc1)C1CC1)CCO2 (configuration not stated)	5.6%
Cc1ccsc1C(=O)N1CCC(N2C(=O)C(OCC3CC3)C23CCCCC3)CC1 (configuration not stated)	36.6%[activator]
O=C(Nc1ccc(Cl)cc1)c1cc2n(n1)CC(c1ccc3c(c1)OCO3)OC2 (configuration not stated)	49.4%[activator]
Cc1cc2nc3n(c(=O)c2n1CC(=O)Nc1ccc(Cl)cc1)CCCCC3	?
COc1ccc(CN2CC(OCc3cccnc3)CN(C(=O)c3csc(C)n3)CC2=O)cc1 (configuration not stated)	61.3%[activator]
Cc1ncc2c(c1CNC(=O)CCn1c(=O)[nH]c3ccccc31)CCNC2	18.7%
Cc1ccc(C(=O)N2CCCCCNC(=O)CC2c2ccccc2)s1 (configuration not stated)	?
O=C(CC(c1ccccc1)c1ccccc1Cl)N(Cc1cccnc1)C1CC1 (configuration not stated)	102.2%[activator]
CCN(CC)C(=O)[C@@H]1C[C@H](NC(=O)COC)CN1Cc1ccsc1	4.1%
O=C(c1ccccc1)C12COc3ccccc3C1ON=C2c1ccccc1 (configuration not stated)	4.5%
Cc1nn(-c2ccccc2)c(C)c1CN1CCC2(CC1)Cc1ccccc1CNC2=O	1.2%[6.33 µM]
CC(C)c1nnc(CN2CCOc3c(O)cc(-c4cccc(Cl)c4)cc3C2)o1	4.3%
N#Cc1ccc(CN2CCC3(CC2)Cc2ccccc2CNC3=O)cc1	-1.4%[6.33 µM]
COc1ccc(N2CCN(c3nc(C(=O)NCc4ccccc4C)cs3)CC2)cc1	?
COCCNC(=O)C[C@@H]1O[C@H](CNC(=O)Nc2ccccc2)[C@@H](O)[C@H]1O	11.1%[176 µM]
COc1ccc(C(=O)N[C@H]2CO[C@H]3[C@@H]2OC[C@@H]3n2cc(-c3ccccn3)nn2)cc1	?
Cc1c(CC(=O)NC(C)C)c2c(n1Cc1ccc(F)cc1)CCCC2=O	7.1%
COc1ccc2cc(CN3CCC(OC)CC3)c(-c3cccc(C)c3)nc2c1	33.9%[activator]
Clc1ccc(COCCn2ccnc2-c2cc3n(n2)CCNC3)cc1	126.1%[activator]
O=C(Nc1ccc2c(c1)OCCO2)N1CCCCCC1CN1CCOCC1 (configuration not stated)	52.7%[activator]
CCOc1ccc(OCC)c(Nc2ncncc2-c2nc(-c3ccccc3)no2)c1	14.9%
O=C1CC(c2ccccc2)N(C(=O)C2CCCCC2)CCCCCCN1 (configuration not stated)	4.4%
O=C(NC1CCN(c2cc(-c3ccc(Cl)cc3)[nH]n2)CC1)c1cccc(F)c1	29.2%
CCNc1nccc(N2CCC(CC(=O)NCC(C)C)CC2)n1	20.6%
CCc1ccccc1NC(=O)Cn1c(N2CCOCC2)nc(COC)cc1=O	15.5%
C[C@H](O)[C@@H]1CN2CCc3c([nH]c4ccccc34)[C@@H]2C[C@@H]1N(C)CC1CCCCC1	10.1%
NC(=O)CCn1cc(CN(CCO)Cc2ccccc2F)c2ccccc21	21.3%
COc1ccc(-c2cc(-c3ccc([S+](C)(=O)[O-])cc3)cn3cncc23)cc1	-6.9%[176 µM]
CN(C1CCc2nn(CC3CC3)c(=O)n2CC1)S(C)(=O)=O (configuration not stated)	34.1%[activator]
COc1ccc(CN[C@@H]2CCC[C@@H](C(=O)NC3CCOCC3)CC(=O)N(C)C2)cc1	-1.0%[176 µM]
CC[C@H]1CN(S(=O)(=O)c2c(C)noc2C)CC[C@H]1CC(=O)NCc1ccco1	22.1%[176 µM]
CCc1cnc(N)nc1N1CCC(Oc2ccc(F)cc2)CC1	54.2%[activator]
CC[C@@H](NC(C)=O)C(=O)N1CCOc2c(cc(-c3cccs3)cc2OC)C1	16.1%
Nc1nc(C2CC(N)C2)cc(N2CCN(C3CCCC3)C(=O)C2)n1 (configuration not stated)	35.7%[activator]
CCc1nn(-c2ccc(OC)cc2)c(Oc2ccccc2F)c1CCC(=O)NCC1CC1	9.6%
CCc1noc(-c2cn(C3CCN(C(=O)c4ccc(C)cc4)C3)nn2)n1 (configuration not stated)	3.5%

Some values from the list:
Nc1nc(C2CC(N)C2)cc(N2CCN(C3CCCC3)C(=O)C2)n1 (configuration not stated) – 12-LOX inh = 35.7%[activator]
COc1ccc(-c2cc(-c3ccc([S+](C)(=O)[O-])cc3)cn3cncc23)cc1 – 12-LOX inh = -6.9%[176 µM]
CCc1nn(-c2ccc(OC)cc2)c(Oc2ccccc2F)c1CCC(=O)NCC1CC1 – 12-LOX inh = 9.6%
COc1ccc(CN[C@@H]2CCC[C@@H](C(=O)NC3CCOCC3)CC(=O)N(C)C2)cc1 – 12-LOX inh = -1.0%[176 µM]
CCc1ccccc1NC(=O)Cn1c(N2CCOCC2)nc(COC)cc1=O – 12-LOX inh = 15.5%
